MgcRacGAP inhibition: MgcRacGAP GTPase-activating activity inhibitors, confirmation, biochemical, ADP Hunter fluorescence. Rac GTPase-activating protein 1 (Homo sapiens). MgcRacGAP-stimulated Rac1 GTP hydrolysis, ADP Hunter fluorescence; higher % means a stronger effect; GST-tagged Rac1 F28L mutant substrate. inhibition, % at 30 µM; hits with a dose series show IC50 in µM. actives 0.6% (n = 340,000). AID 624330, 2012;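 active means first-screen hits whose inhibition reached a set limit at any dose in the follow-up dose series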;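 further: fluorescence reports GDP produced by GAP-driven GTP hydrolysis; strong numbers were not always called active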
NTR1 ag: agonists of NTR1, primary screen, imaging, U2OS cells, beta-arrestin-GFP, high content (AID 493036). Neurotensin receptor type 1 (Homo sapiens), P30989. NTR1-U2OS beta-arrestin-GFP spot imaging, agonist mode. activation, % at 20 µM. actives 0.17% (n = 330,000);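 active means activation at or above 40% of the spot to cytoplasm intensity ratio, with at least 20 cells analyzed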;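 further: 0% = DMSO without peptide and 100% = 100 nM NTR1 peptide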
Target sequence (P30989 whole entry, looked up): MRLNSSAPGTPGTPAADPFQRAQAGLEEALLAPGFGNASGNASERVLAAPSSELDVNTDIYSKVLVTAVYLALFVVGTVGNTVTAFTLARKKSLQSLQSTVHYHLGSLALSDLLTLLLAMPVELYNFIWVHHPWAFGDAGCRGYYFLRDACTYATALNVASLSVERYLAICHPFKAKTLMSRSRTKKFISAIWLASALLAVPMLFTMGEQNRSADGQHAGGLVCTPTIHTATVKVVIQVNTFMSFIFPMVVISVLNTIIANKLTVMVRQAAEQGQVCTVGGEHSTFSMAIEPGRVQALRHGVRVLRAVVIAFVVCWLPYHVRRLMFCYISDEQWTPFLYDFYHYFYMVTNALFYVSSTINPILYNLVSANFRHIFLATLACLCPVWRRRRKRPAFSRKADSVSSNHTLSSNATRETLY
Yfh1-depleted yeast: enhancers of respiration in Yfh1-depleted yeast, dose response, Friedreich's ataxia, plus single-dose screen (AID 1465); S. cerevisiae Yfh1-off respiration, WST-1 reduction, 72 h; higher fold induction means a stronger effect; fold induction at 50 µM, or EC50 in µM where a hit was titrated; actives 0.074% (n = 220,000);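 active means fold induction of absorbance versus untreated yeast above a set limit, then at least 30% activation at any dose in follow-up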;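 further: activators that raise dye reduction in frataxin-depleted yeast; strong numbers were not always called active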
GPR55 activation: GPR55 agonists via beta-arrestin recruitment, primary screen, imaging, U2OS cells, beta-arrestin-GFP redistribution (AID 1961) | G-protein coupled receptor 55 (Homo sapiens) | U2OS GPR55 beta-arrestin-GFP redistribution imaging; higher % means a stronger effect | activation, % at 10 µM; hits with a dose series show EC50 in µM | actives 0.048% (n = 290,000);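 active means activation above 40% with more than 50 cells counted in the well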;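 further: U2OS osteosarcoma cells stably expressing GPR55 and beta-arrestin-GFP; plate controls were DMSO negative control for no effect and LPI positive control for full effect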
SV40 large T antigen: SV40 large T antigen inhibitors, biochemical (AID 1903). SV40 large T antigen ATPase/helicase inhibition assay; higher % means a stronger effect. inhibition, % at 20 µM; hits with a dose series show IC50 in µM. actives 0.39% (n = 310,000); in the data active means a potency from the dose series; further: strong numbers were not always called active
GPR55 LPI antagonism: GPR55 antagonists blocking LPI-driven arrestin recruitment, primary screen, imaging, U2OS, beta-arrestin-GFP, LPI agonist (AID 2013) | inhibition, % at 10 µM; hits with a dose series show IC50 in µM | U2OS GPR55 beta-arrestin-GFP translocation imaging, LPI antagonism; higher % means a stronger effect | G-protein coupled receptor 55 (Homo sapiens) | actives 0.13% (n = 290,000);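 active means spots per cell inhibited over 60%, with over 100 cells counted and total cytoplasm intensity under 500,000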;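 further: U2OS cells stably carrying GPR55 and arrestin-GFP stimulated by 5 µM LPI near EC80; imaged beta-arrestin-GFP aggregate spots per cell after agonist stimulation; plate controls were LPI-stimulated DMSO wells for no effect and DMSO wells without LPI for full effect; some results filed as inactive read as strong as hits; confirmed hits need IC50 under 10 µM and bright autofluorescent wells are also inconclusive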
GPR35 antagonists: GPR35 antagonists blocking zaprinast-driven arrestin recruitment, primary screen, imaging, U2OS, beta-arrestin-GFP, zaprinast agonist (AID 2058); G-protein coupled receptor 35 (Homo sapiens); U2OS GPR35 beta-arrestin-GFP translocation imaging, zaprinast antagonism; higher % means a stronger effect; inhibition, % at 10 µM, or IC50 in µM where a hit was titrated; actives 0.052% (n = 290,000);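 active means inhibition of at least 50% with at least 30 cells and total cytoplasm GFP at most 10,000,000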
AID2073: inhibitors of Mint1-CaV2.2 protein interaction, biochemical, HTRF (AID 2073) | Voltage-dependent N-type calcium channel subunit alpha-1B (Homo sapiens) | HTRF protein-protein interaction, Mint1-CaV2.2; higher % means a stronger effect | inhibition, % at 20 µM, or IC50 in µM where a hit was titrated | actives 0.19% (n = 290,000); in the data active means inhibition mostly above about 51%, no sharp cut-off; further: some results filed as inactive read as strong as hits
Dengue-2 NS5 capping: Dengue-2 NS5 methyltransferase inhibitors, primary screen, biochemical, confirmation dose response (AID 588689) | Genome polyprotein (Dengue virus type 2 (strain 16681-PDK53)) | Dengue-2 NS5 methyltransferase capping enzyme assay, biochemical; higher % means a stronger effect | inhibition, % at 25 µM; hits with a dose series show IC50 in µM | actives 0.3% (n = 340,000); in the data active means a potency from the dose series
NTR1 ag cell count 20 µM: recorded beside NTR1 ag, whose call it bears; cell count; measured here: cell count, cytotoxicity flag
Dengue-2 NS5 capping pilot replicate: second read-out of Dengue-2 NS5 capping, no call of its own (marks repeat the call); inhibition, %; measured here: pilot screen replicate inhibition
* marks the source's active call; other numbers are inactive results; i = inactive; . = not tested or not shown.

SMILES	MgcRacGAP inhibition	NTR1 ag	NTR1 ag cell count 20 µM	Yfh1-depleted yeast	GPR55 activation	SV40 large T antigen	GPR55 LPI antagonism	GPR35 antagonists	AID2073	Dengue-2 NS5 capping	others
C=CCOc1ccc(/C(O)=C2/C(=O)C(=O)N(CCCN3CCOCC3)C2c2ccc(OC)cc2)cc1 (stereo not drawn)	-1%	-2.2	70	i	-0.2%	15%	12%	-10%	-6%	-3%
CCc1ccccc1NC(=O)COC(=O)C1CC(=O)N(c2ccc(F)cc2)C1 (stereo not drawn)	2%	0.4	84	i	-0.2%	8%	-10%	2%	0%	0%
OCCC1CN(Cc2cccc(-n3cccn3)c2)CCN1Cc1ccccc1 (stereo not drawn)	-1%	-1.1	65	i	-0.1%	8%	2%	13%	5%	-5%
CC1CCC(=O)N(CCOc2ccccc2)CC1 (stereo not drawn)	5%	0.9	105	.	-0.1%	7%	-1%	4%	15%	1%
O=S(=O)(c1ccc2c(c1)OCCO2)N1CCC(n2nnc3cc(F)ccc32)CC1	5%	-1.2	71	i	0.1%	-1%	10%	6%	19%	-2%
CNC(=S)N1CCC(NC(=O)C(Cc2ccc(OC)cc2)NC(C)=O)CC1 (stereo not drawn)	5%	-0.2	60	.	0.3%	8%	2%	3%	-8%	-8%
COC(=O)Cc1c(C)nc2nc(-c3cccnc3)[nH]n2c1=O	2%	-0.2	90	i	-0.1%	6%	3%	-5%	5%	-10%
Cc1onc(COc2ccccc2O)c1Br	5%	-2.1	83	i	-0.2%	3%	-1%	2%	3%	-5%
O=C(Nc1cc(Cl)cc(Cl)c1)C(NCCCO)c1ccccc1 (stereo not drawn)	.	0.6	28	i	0.0%	12%	2%	-4%	-6%	.
COc1ccc(NC(=O)N2CCc3ccccc3C2)cc1	8%	1.7	44	.	0.6%	12%	11%	-5%	-5%	-3%
CC1(C)Cc2c(sc3c2C2=NCCN2C=N3)CO1	5%	23	95	i	-0.4%	.	0%	5%	-5%	5%
O=C(NNS(=O)(=O)c1ccccc1[N+](=O)[O-])c1cccc(Cl)c1	4%	4.5	68	i	-0.2%	5%	6%	16%	-8%	-3%
CCOC(=O)CSc1nc(N)c(C#N)c(-c2cccs2)c1C#N	1%	2.2	45	i	-0.1%	15%	-5%	4%	12%	0%
Cc1ccc(-c2nnc(SCC(=O)NNC(=O)COc3cccc(C)c3)n2C)cc1	-1%	2.1	74	i	-0.2%	-1%	17%	-4%	2%	-10%
CN(CC(=O)Nc1cccc(S(=O)(=O)N(C)C)c1)Cc1ccccc1	4%	-0.6	62	.	-0.1%	2%	-6%	12%	7%	-5%
O=C(COc1coc(CN2CCN(c3ccccc3)CC2)cc1=O)Nc1ccccc1	4%	-0.1	66	.	.	8%	.	.	.	-5%
Cc1ccc(Cl)c(OCC(=O)Nc2cccnc2)c1	6%	0.9	39	.	-0.1%	6%	-13%	9%	8%	-1%
Cc1cccc(-n2ncc3c(N4CCC5(CC4)OCCO5)ncnc32)c1	14%	-2.4	46	i	0.3%	.	3%	-2%	7%	1%
COc1cc(C(=O)OCC(=O)NCc2ccco2)cc(OC)c1OC	8%	-0.3	56	i	0.7%	10%	-8%	0%	9%	-2%
CCOC(=O)c1ccc(NC(=S)NN2CCN(C)CC2)cc1	3%	-0.1	77	i	0.7%	-3%	7%	4%	-4%	-7%

Compounds above that contain fluorine (two):
SMILES	MgcRacGAP inhibition	NTR1 ag	NTR1 ag cell count 20 µM	Yfh1-depleted yeast	GPR55 activation	SV40 large T antigen	GPR55 LPI antagonism	GPR35 antagonists	AID2073	Dengue-2 NS5 capping	others
CCc1ccccc1NC(=O)COC(=O)C1CC(=O)N(c2ccc(F)cc2)C1 (stereo not drawn)	2%	0.4	84	i	-0.2%	8%	-10%	2%	0%	0%
O=S(=O)(c1ccc2c(c1)OCCO2)N1CCC(n2nnc3cc(F)ccc32)CC1	5%	-1.2	71	i	0.1%	-1%	10%	6%	19%	-2%

New compounds follow.
SMILES	MgcRacGAP inhibition	NTR1 ag	NTR1 ag cell count 20 µM	Yfh1-depleted yeast	GPR55 activation	SV40 large T antigen	GPR55 LPI antagonism	GPR35 antagonists	AID2073	Dengue-2 NS5 capping	others
Cc1nc2c(c(C)nn2-c2ccccc2)c(C)c1CCC(=O)NCCCOC(C)C	12%	0.8	43	.	-0.1%	-2%	-1%	-14%	25%	0%
COc1ccc(NS(=O)(=O)c2ccc3nc(COc4ccc5ccccc5c4)[nH]c3c2)cc1	5%	5.5	61	i	-0.2%	-1%	21%	-6%	6%	.
CC1(OC(=O)C2CCCC2)C(=O)C=C2C=C(c3ccsc3)N(CCc3c[nH]c4ccccc34)C=C2C1=O (stereo not drawn)	6%	2.0	84	i	-0.2%	17%	-5%	-8%	14%	16%
c1csc(CCNc2ncnc3sc4c(c23)CCC4)c1	10%	5.5	89	i	-0.1%	3%	-1%	1%	-2%	-4%
COc1ccc(C)cc1-n1nnnc1SCC(=O)Nc1cc(C)on1	0%	1.2	66	i	0.9%	1%	15%	4%	-9%	-3%
O=C(COC(=O)CCc1nc2ccccc2n1-c1ccccc1)Nc1cccc(Cl)c1	4%	4.3	71	i	0.7%	15%	4%	1%	3%	-2%
CCOC(=O)C(C)Oc1cccc2c(=O)n(CC(=O)N3CCCc4ccccc43)ccc12 (stereo not drawn)	-5%	-0.7	48	i	-0.3%	-2%	6%	23%	0%	-5%
COc1ccc(NC(=O)CCNC(=O)c2ccco2)cc1OC	3%	-2.1	46	.	0.0%	1%	-10%	5%	-2%	-6%
COc1ccc(/C(N)=N/OC(=O)c2cccc([N+](=O)[O-])c2C)cc1OC	16%	-0.4	43	i	-0.1%	-3%	1%	-2%	3%	-1%
O=C(NC(=S)Nc1ccc(N2CCCCC2)c(Cl)c1)c1cccs1	14%	24	48	i	.	.	.	.	.	-2%
CCC(C)[C@H](NC(=O)OC(C)(C)C)C(=O)N/N=C/C1=Cc2ccccc2OC1 (stereo partly drawn)	9%	2.2	50	i	0.0%	-2%	11%	4%	10%	-5%
O=C(NCCSCc1ccccc1)c1ccc(C2SCC(=O)N2Cc2ccccc2)cc1 (stereo not drawn)	12%	2.0	58	i	0.3%	4%	1.5µM*	-9%	-3%	1%
O=C(O)CC(CC(=O)Nc1ccccc1C(=O)O)c1ccccc1 (stereo not drawn)	3%	1.7	59	.	-0.1%	19%	15%	8%	18%	-9%
CN(C(=O)COC(=O)c1sc2ccccc2c1Cl)C1CCCCC1	7%	3.6	46	i	0.1%	22%	-4%	6%	3%	-4%
CCCCn1c(N)c(N(CC)C(=O)CSc2nnc(-c3ccco3)n2CC)c(=O)[nH]c1=O	3%	-0.1	53	.	.	3%	.	.	.	2%
Cc1c(NC(=O)Cc2ccccc2)cccc1C(=O)NN1C(=O)c2ccccc2C1=O	9%	-0.3	47	i	0.0%	11%	7%	21%	-1%	-3%
CCc1sc(C(=O)NCCc2ccc(S(N)(=O)=O)cc2)cc1Br	5%	2.3	51	i	-0.1%	5%	9%	-12%	10%	0%
CCOC(=O)C(CC)/C(C)=N\NC(=O)c1ccccc1O (stereo not drawn)	5%	4.5	67	i	0.2%	11%	-1%	6%	4%	-2%
CCn1c(SCC(=O)O)nnc1-c1ccccc1	1%	-0.7	68	i	-0.1%	23%	0%	5%	-2%	2%
Cc1c(C(=O)Oc2cccc3cccnc23)oc2ccccc12	6%	5.4	49	i	-0.1%	14%	6%	-4%	6%	-3%

Fetched one by one from the entries so far:
SMILES	MgcRacGAP inhibition	NTR1 ag	NTR1 ag cell count 20 µM	Yfh1-depleted yeast	GPR55 activation	SV40 large T antigen	GPR55 LPI antagonism	GPR35 antagonists	AID2073	Dengue-2 NS5 capping	others
CCOC(=O)C(CC)/C(C)=N\NC(=O)c1ccccc1O (stereo not drawn)	5%	4.5	67	i	0.2%	11%	-1%	6%	4%	-2%
CCn1c(SCC(=O)O)nnc1-c1ccccc1	1%	-0.7	68	i	-0.1%	23%	0%	5%	-2%	2%

More structures follow.
SMILES	MgcRacGAP inhibition	NTR1 ag	NTR1 ag cell count 20 µM	Yfh1-depleted yeast	GPR55 activation	SV40 large T antigen	GPR55 LPI antagonism	GPR35 antagonists	AID2073	Dengue-2 NS5 capping	others
Cc1ccc(C)n1-c1ccc(-c2nnco2)cc1	-7%	0.1	97	i	-0.2%	7%	11%	0%	13%	5%
CC(C)c1ccc(C2/C(=C(/O)c3ccccc3)C(=O)C(=O)N2CCCN2CCOCC2)cc1 (stereo not drawn)	7%	1.0	48	.	-0.2%	1%	-5%	-5%	13%	-16%
O=C(Nc1nc(-c2ccc(F)cc2)cs1)c1cccnc1	5%	0.7	49	i	0.1%	13%	0%	-4%	34%	-14%
CC(C)(C)n1cnc2cc(NS(=O)(=O)c3ccccc3)ccc21	7%	-0.3	62	i	0.0%	6%	9%	-4%	0%	5%
COc1ccccc1NC(=S)NCc1cccnc1	11%	2.3	69	i	-0.3%	5%	-8%	.	-13%	-1%
Cc1cc(Nc2c(C)n(C)n(-c3ccccc3)c2=O)n2c(nc3cc(F)c(F)cc32)c1C#N	.	1.4	67	i	0.9%	19%	0%	-5%	0%	.
COc1ccc(Cc2nc3ccc(C(=O)NCCc4ccncc4)cc3o2)cc1OC	7%	0.7	45	.	0.1%	5%	7%	-5%	-5%	-9%
CCOC(=O)N1CCN(C(=O)c2cc3cc(Cl)ccc3[nH]2)CC1	11%	0.2	82	.	0.0%	-11%	6%	3%	-10%	-4%
O=C(N=NC(=O)c1ccc2c(O)n(C3CCCCC3)c(O)c2c1)c1cccnc1	11%	2.0	65	i	0.7%	0%	14%	5%	-2%	-4%
Cn1c(=O)c2c(nc(SCC(=O)c3ccc(F)cc3)n2C)n(C)c1=O	5%	1.4	55	i	-0.1%	8%	7%	5%	16%	3%
CCOc1cc(C(=O)NN2CCOCC2)cc(OCC)c1OCC	5%	-0.9	54	.	-0.2%	6%	12%	-14%	15%	-7%	Dengue-2 NS5 capping pilot replicate=-6.1

Compound activity as filed in PubChem.

Compounds were not picked by outcome; 1.7% or so of the library scored in one or more.
